NSD2 inh: inhibitors of human NSD2 methyltransferase | O96028 | NSD2-SET H3K36me1 DELFIA fluorescence, biochemical | inhibition, % at 12.5 µM | hit rate 0.07% among 44,000; in the data active = inhibition above about 54%, passing the limit was not always enough; inconclusive = no clear call, values can overlap the other calls;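 also: inhibitors reduce the monomethyl H3K36 fluorescence signal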
Target sequence (O96028 whole entry, looked up): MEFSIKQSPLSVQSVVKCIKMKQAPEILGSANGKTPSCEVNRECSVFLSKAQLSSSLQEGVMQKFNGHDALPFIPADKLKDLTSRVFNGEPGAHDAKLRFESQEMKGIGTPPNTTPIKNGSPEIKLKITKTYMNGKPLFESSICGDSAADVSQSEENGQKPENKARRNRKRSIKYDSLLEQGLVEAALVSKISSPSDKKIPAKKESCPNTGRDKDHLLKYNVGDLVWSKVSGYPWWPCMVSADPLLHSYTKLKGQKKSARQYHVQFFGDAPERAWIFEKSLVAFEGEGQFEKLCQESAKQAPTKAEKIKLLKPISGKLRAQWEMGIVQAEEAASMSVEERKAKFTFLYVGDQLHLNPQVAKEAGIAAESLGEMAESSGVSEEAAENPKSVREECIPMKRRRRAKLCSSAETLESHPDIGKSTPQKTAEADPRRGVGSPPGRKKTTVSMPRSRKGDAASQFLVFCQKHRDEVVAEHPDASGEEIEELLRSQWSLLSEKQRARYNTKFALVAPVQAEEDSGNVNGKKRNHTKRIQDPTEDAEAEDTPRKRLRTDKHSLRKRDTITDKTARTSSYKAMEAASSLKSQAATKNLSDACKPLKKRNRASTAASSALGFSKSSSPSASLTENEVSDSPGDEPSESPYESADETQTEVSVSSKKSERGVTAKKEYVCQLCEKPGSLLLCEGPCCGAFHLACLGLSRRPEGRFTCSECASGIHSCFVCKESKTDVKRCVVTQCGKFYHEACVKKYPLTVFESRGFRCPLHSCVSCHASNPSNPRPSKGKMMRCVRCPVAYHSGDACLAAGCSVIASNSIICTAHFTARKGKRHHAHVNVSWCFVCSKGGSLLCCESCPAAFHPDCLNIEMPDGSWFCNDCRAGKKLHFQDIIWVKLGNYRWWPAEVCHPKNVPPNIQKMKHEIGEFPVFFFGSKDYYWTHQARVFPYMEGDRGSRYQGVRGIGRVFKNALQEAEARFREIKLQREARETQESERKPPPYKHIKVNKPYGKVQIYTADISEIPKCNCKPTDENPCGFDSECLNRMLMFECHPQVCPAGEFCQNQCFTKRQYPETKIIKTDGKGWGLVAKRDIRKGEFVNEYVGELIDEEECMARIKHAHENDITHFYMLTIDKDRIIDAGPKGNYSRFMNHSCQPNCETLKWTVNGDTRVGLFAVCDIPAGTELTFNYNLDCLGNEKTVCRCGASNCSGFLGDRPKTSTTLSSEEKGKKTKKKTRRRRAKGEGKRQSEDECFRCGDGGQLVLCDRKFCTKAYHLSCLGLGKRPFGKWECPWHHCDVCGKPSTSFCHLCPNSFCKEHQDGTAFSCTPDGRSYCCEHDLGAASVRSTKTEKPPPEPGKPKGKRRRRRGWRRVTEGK
Starred values were filed as active, the others as inactive; ? = inconclusive. Only part of the results is shown. The share of hits here may be higher or lower than overall.

SMILES	NSD2 inh
C[C@H]1CN([C@@H](C)CO)C(=O)c2cc(NC(=O)Nc3ccc(C(F)(F)F)cc3)ccc2O[C@@H]1CN(C)C(=O)NC1CCCCC1	-7
CNC[C@@H]1OCCCC[C@H](C)Oc2ccc(NC(=O)NC(C)C)cc2C(=O)N([C@@H](C)CO)C[C@@H]1C	-1
COc1ccc(S(=O)(=O)Nc2cccc3c2O[C@@H](CN(C)C(=O)Nc2ccc(F)cc2)[C@H](C)CN([C@H](C)CO)C3=O)cc1	2
CC(C)NC(=O)N(C)C[C@H]1OCCCC[C@H](C)Oc2ccc(NC(=O)Nc3cccc4ccccc34)cc2C(=O)N([C@H](C)CO)C[C@H]1C	3
CC(C)NC(=O)N(C)C[C@@H]1Oc2ccc(NC(=O)CCCCCC(=O)Nc3ccccc3N)cc2CC(=O)N([C@@H](C)CO)C[C@H]1C	3
C[C@@H]1CN([C@@H](C)CO)C(=O)Cc2cc(NC(=O)C3CCCCC3)ccc2O[C@@H]1CN(C)Cc1ccc(Cl)c(Cl)c1	0
C[C@H]1CN([C@@H](C)CO)C(=O)c2cc(NC(=O)Cn3cnnn3)ccc2O[C@@H]1CN(C)Cc1ccc2c(c1)OCO2	-2
C[C@H]1CN([C@@H](C)CO)C(=O)Cc2cc(NS(=O)(=O)c3ccccc3)ccc2O[C@@H]1CN(C)S(=O)(=O)c1ccccc1	4

Five compounds from above, ordered by the number in NSD2 inh, falling.
SMILES	NSD2 inh
C[C@H]1CN([C@@H](C)CO)C(=O)Cc2cc(NS(=O)(=O)c3ccccc3)ccc2O[C@@H]1CN(C)S(=O)(=O)c1ccccc1	4
CC(C)NC(=O)N(C)C[C@@H]1Oc2ccc(NC(=O)CCCCCC(=O)Nc3ccccc3N)cc2CC(=O)N([C@@H](C)CO)C[C@H]1C	3
COc1ccc(S(=O)(=O)Nc2cccc3c2O[C@@H](CN(C)C(=O)Nc2ccc(F)cc2)[C@H](C)CN([C@H](C)CO)C3=O)cc1	2
CNC[C@@H]1OCCCC[C@H](C)Oc2ccc(NC(=O)NC(C)C)cc2C(=O)N([C@@H](C)CO)C[C@@H]1C	-1
C[C@H]1CN([C@@H](C)CO)C(=O)c2cc(NC(=O)Cn3cnnn3)ccc2O[C@@H]1CN(C)Cc1ccc2c(c1)OCO2	-2

Following part.
SMILES	NSD2 inh
C[C@H](CO)N1C[C@H](C)[C@@H](CN(C)Cc2ccc(C(F)(F)F)cc2)Oc2c(NC(=O)C3CC3)cccc2C1=O	-2
C[C@H](CO)N1C[C@H](C)[C@H](CN(C)C(=O)C2CC2)Oc2ncc(-c3ccc(C(=O)N(C)C)cc3)cc2C1=O	-35
C[C@H]1CN([C@@H](C)CO)C(=O)c2cc(C#CCN(C)C)cnc2O[C@H]1CN(C)S(C)(=O)=O	10
C[C@H]1CN([C@@H](C)CO)C(=O)Cc2cc(NC(=O)Nc3cccc4ccccc34)ccc2O[C@H]1CN(C)C(=O)Nc1ccccc1	-6
C[C@@H]1CN([C@H](C)CO)C(=O)Cc2cc(NC(=O)Nc3ccc(C(F)(F)F)cc3)ccc2O[C@H]1CN(C)C(=O)Nc1ccccc1	-8
C[C@H](CO)N1C[C@H](C)[C@H](CN(C)S(=O)(=O)c2ccccc2F)Oc2cc(C#Cc3ccccc3)ccc2S1(=O)=O	-2
CC(C)NC(=O)N(C)C[C@H]1Oc2ccc(NS(=O)(=O)c3cccs3)cc2CC(=O)N([C@H](C)CO)C[C@@H]1C	3
C[C@@H]1CN([C@H](C)CO)C(=O)c2cc(NC(=O)Cn3cnnn3)ccc2O[C@H]1CN(C)C(=O)Nc1ccc(F)cc1	5
CN(C)CC(=O)Nc1ccc2c(c1)[C@@H]1C[C@@H](CC(=O)NCc3ccc4c(c3)OCO4)O[C@@H](CO)[C@@H]1O2	4
C[C@@H]1CN([C@@H](C)CO)C(=O)Cc2cc(NC(=O)Nc3ccccc3)ccc2O[C@@H]1CN(C)S(=O)(=O)c1cn(C)cn1	5
C[C@H](CO)N1C[C@H](C)[C@H](CN(C)S(=O)(=O)c2cccs2)OCCCC[C@H](C)Oc2ccc(NC(=O)c3ccncc3)cc2C1=O	-5
CC(=O)Oc1ccccc1C(=O)Oc1ccccc1C(=O)O	-2
Cc1cc(C(=O)Nc2cccc3c2O[C@H](CN(C)Cc2ccncc2)[C@H](C)CN([C@H](C)CO)C3=O)n(C)n1	2
C[C@@H]1CN([C@H](C)CO)C(=O)c2cccc(NC(=O)CCCCCC(=O)Nc3ccccc3N)c2O[C@@H]1CN(C)S(=O)(=O)c1ccc(Cl)cc1	3
C[C@@H]1CN([C@@H](C)CO)C(=O)c2cc(NC(=O)c3ccccc3)ccc2O[C@@H](C)CCCCO[C@@H]1CN(C)C(=O)CCC(F)(F)F	1
CC(C)NC(=O)N(C)C[C@H]1OCc2cnnn2CCCC(=O)N([C@H](C)CO)C[C@@H]1C	1
C[C@H](CO)N1C[C@H](C)[C@H](CN(C)C(=O)Nc2ccc(C(F)(F)F)cc2)Oc2ccc(NS(=O)(=O)c3cccs3)cc2C1=O	-1
C[C@@H]1CN([C@H](C)CO)C(=O)Cc2cc(NC(=O)CCN3CCOCC3)ccc2O[C@H]1CN(C)CC1CC1	5
C[C@@H]1CCCCO[C@@H](CN(C)Cc2ccncc2)[C@H](C)CN([C@H](C)CO)C(=O)c2cc(NC(=O)Cc3ccccc3)ccc2O1	1
C[C@@H]1CN([C@@H](C)CO)C(=O)c2cc(NC(=O)CCCCCC(=O)Nc3ccccc3N)ccc2O[C@@H]1CN(C)S(=O)(=O)c1cn(C)cn1	-1
CC(C)NC(=O)N(C)C[C@H]1Oc2ccc(NC(=O)C3CC3)cc2CC(=O)N([C@H](C)CO)C[C@H]1C	4
CCCC(O)C#Cc1cnc2c(c1)C(=O)N([C@H](C)CO)C[C@H](C)[C@H](CN(C)Cc1ccncc1)O2 (stereo not given in full)	2
C[C@@H]1CN([C@H](C)CO)C(=O)c2cc(NS(=O)(=O)c3ccc(F)cc3)ccc2O[C@H]1CN(C)Cc1ccc(-c2ccccc2)cc1	-14
C=C1CCC[C@]2(C)CC[C@@](O)(C(=C)C(=O)O)C[C@@H]12	-15

The list goes on; it opens with the 4 that closed the last part.
SMILES	NSD2 inh
CC(C)NC(=O)N(C)C[C@H]1Oc2ccc(NC(=O)C3CC3)cc2CC(=O)N([C@H](C)CO)C[C@H]1C	4
CCCC(O)C#Cc1cnc2c(c1)C(=O)N([C@H](C)CO)C[C@H](C)[C@H](CN(C)Cc1ccncc1)O2 (stereo not given in full)	2
C[C@@H]1CN([C@H](C)CO)C(=O)c2cc(NS(=O)(=O)c3ccc(F)cc3)ccc2O[C@H]1CN(C)Cc1ccc(-c2ccccc2)cc1	-14
C=C1CCC[C@]2(C)CC[C@@](O)(C(=C)C(=O)O)C[C@@H]12	-15
C[C@H]1CCCCO[C@@H](CN(C)C(=O)C2CCCCC2)[C@@H](C)CN([C@@H](C)CO)C(=O)c2cc(NC(=O)c3ccccc3)ccc2O1	2
C[C@@H]1CN([C@H](C)CO)C(=O)c2cc(NC(=O)CCCN(C)C)ccc2O[C@H]1CN(C)C(=O)NC1CCCCC1	2
C[C@@H]1CN([C@@H](C)CO)C(=O)c2cc(NS(=O)(=O)c3cccs3)ccc2O[C@@H](C)CCCCO[C@H]1CN(C)C	-3
C[C@@H]1CN([C@@H](C)CO)C(=O)c2cc(-c3ccc(C(=O)N(C)C)cc3)cnc2O[C@@H]1CN(C)C(=O)CN(C)C	-1
C[C@@H]1CCCCO[C@@H](CN(C)C(=O)c2ccccc2)[C@H](C)CN([C@@H](C)CO)C(=O)c2cc(NC(=O)Nc3ccc(F)cc3)ccc2O1	4
CNC[C@@H]1OCCCC[C@H](C)Oc2ccc(NC(=O)Nc3ccccc3)cc2C(=O)N([C@@H](C)CO)C[C@@H]1C	20
COC(=O)c1c(C)[nH]c(C(=O)CSc2nnc3cc(C)c4ccccc4n23)c1C	6
COc1cccc(NC(=O)N(C)C[C@@H]2Oc3ncc(C#Cc4ccc(F)cc4)cc3C(=O)N([C@@H](C)CO)C[C@@H]2C)c1	0
CCCN(C)C[C@@H]1Oc2ncc(-c3cccc(OC)c3)cc2C(=O)N([C@H](C)CO)C[C@@H]1C	-4
C[C@@H]1CN([C@@H](C)CO)C(=O)c2cc(NC(=O)C3CC3)ccc2O[C@@H]1CN(C)Cc1ccc(C(=O)Nc2ccccc2N)cc1	-7
Cc1noc(C)c1S(=O)(=O)Nc1ccc2c(c1)CC(=O)N([C@@H](C)CO)C[C@@H](C)[C@H](CN(C)Cc1ccc3c(c1)OCO3)O2	-1
Cc1noc(C)c1S(=O)(=O)Nc1cccc2c1O[C@@H](CN(C)Cc1ccccc1)[C@@H](C)CN([C@H](C)CO)C2=O	1
CN(C)CC(=O)Nc1ccc2c(c1)[C@H]1C[C@@H](CC(=O)NCc3ccc(Cl)cc3)O[C@H](CO)[C@H]1O2	1
C[C@@H]1CN([C@@H](C)CO)C(=O)Cc2cc(NC(=O)Nc3ccc(C(F)(F)F)cc3)ccc2O[C@H]1CN(C)C(=O)NC1CCCCC1	33
C[C@H](CO)N1C[C@H](C)[C@@H](CN(C)C(=O)Cc2ccccc2)OCCCC[C@H](C)Oc2ccc(NS(=O)(=O)c3ccccc3)cc2C1=O	3
C[C@@H]1CN([C@H](C)CO)C(=O)c2cc(NC(=O)Nc3ccc(C(F)(F)F)cc3)ccc2O[C@@H]1CN(C)C(=O)Nc1ccc(F)cc1	-7
CCCC#Cc1ccc2c(c1)O[C@H](CN(C)C)[C@@H](C)CN([C@H](C)CO)S2(=O)=O	-4
COc1ccc(-c2cnc3c(c2)C(=O)N([C@@H](C)CO)C[C@H](C)[C@@H](CN(C)C(=O)Cc2ccccc2)O3)cc1	0
COc1ccc(S(=O)(=O)Nc2ccc3c(c2)C(=O)N([C@H](C)CO)C[C@H](C)[C@H](CN(C)C(=O)Nc2ccccc2)OCCCC[C@@H](C)O3)cc1	-2
Cc1noc(C)c1NC(=O)Nc1ccc2c(c1)C(=O)N([C@H](C)CO)C[C@H](C)[C@H](CN(C)S(=O)(=O)c1ccccc1)OCCCC[C@@H](C)O2	4
Cc1noc(C)c1S(=O)(=O)Nc1ccc2c(c1)C(=O)N([C@H](C)CO)C[C@H](C)[C@H](CN(C)Cc1ccncc1)O2	0
COc1ccc(NC(=O)N(C)C[C@@H]2Oc3c(NS(=O)(=O)c4ccc(Cl)cc4)cccc3C(=O)N([C@@H](C)CO)C[C@@H]2C)cc1	1
C[C@@H]1CN([C@@H](C)CO)C(=O)c2cc(NC(=O)Cc3ccccc3)ccc2O[C@H]1CN(C)Cc1ccc(-c2ccccc2)cc1	7
C[C@H](CO)N1C[C@H](C)[C@H](CN(C)C(=O)c2ccc3c(c2)OCO3)Oc2cc(-c3cncnc3)ccc2S1(=O)=O	5
CC(C)NC(=O)N(C)C[C@H]1Oc2ccc(NC(=O)Nc3ccc(F)cc3)cc2CC(=O)N([C@H](C)CO)C[C@@H]1C	5
C[C@@H]1CN([C@H](C)CO)C(=O)Cc2cc(NC(=O)CCN3CCOCC3)ccc2O[C@@H]1CN(C)CC1CC1	5
C[C@@H]1CN([C@@H](C)CO)C(=O)c2cccc(NC(=O)Nc3ccc(F)cc3)c2O[C@@H]1CN(C)C(=O)Nc1cccc2ccccc12	-3
C[C@@H]1CN([C@@H](C)CO)C(=O)c2cccc(NC(=O)Nc3ccc(C(F)(F)F)cc3)c2O[C@H]1CN(C)S(=O)(=O)c1ccc(F)cc1	-6
CN(C)CC(=O)Nc1ccc2c(c1)[C@@H]1C[C@@H](CC(=O)N3CCN(C)CC3)O[C@@H](CO)[C@@H]1O2	1
C[C@H]1CN([C@@H](C)CO)C(=O)c2cccc(NC(=O)c3cnccn3)c2O[C@H]1CN(C)CC1CC1	?
C[C@H](O)C#Cc1cnc2c(c1)C(=O)N([C@H](C)CO)C[C@@H](C)[C@H](CN(C)CC1CCOCC1)O2	-3
CC(C)[C@@H](C)NC(=O)N(C)C[C@@H]1OCc2ccccc2-c2c(n(C)c3ccccc23)C(=O)N([C@@H](C)CO)C[C@@H]1C	-4
C[C@@H]1CN([C@@H](C)CO)C(=O)c2cc(NC(=O)Nc3ccccc3)ccc2O[C@H]1CN(C)CC1CCCCC1	-5
CC(C)CC#Cc1cnc2c(c1)C(=O)N([C@@H](C)CO)C[C@@H](C)[C@@H](CN(C)S(=O)(=O)c1cccs1)O2	0
CNC[C@H]1Oc2cc(C#Cc3cccc(F)c3)ccc2S(=O)(=O)N([C@H](C)CO)C[C@@H]1C	-1
C[C@H]1CN([C@@H](C)CO)C(=O)c2cccc(NC(=O)C3CCOCC3)c2O[C@H]1CN(C)Cc1ccc(Cl)c(Cl)c1	4
C[C@@H]1CN([C@@H](C)CO)C(=O)c2cc(NC(=O)c3ccncc3)ccc2O[C@@H](C)CCCCO[C@H]1CN(C)C(=O)Nc1ccccc1	1
O=C(N/N=C/c1ccc2ccccc2c1)c1ccccc1O	6
CN1CCN(C(=O)C[C@@H]2CC[C@@H](NC(=O)Nc3ccccc3F)[C@@H](CO)O2)CC1	3
C[C@H](CO)N1C[C@H](C)[C@H](CN(C)Cc2ccc(-c3ccccc3)cc2)Oc2c(NC(=O)Nc3ccc(C(F)(F)F)cc3)cccc2C1=O	0
COCCOC(=O)N1C(=O)[C@@]2(c3cc(C#CCCO)ccc31)[C@H](C(=O)NC[C@H](O)c1ccccc1)[C@H]1C(=O)O[C@H](c3ccccc3)[C@H](c3ccccc3)N1[C@@H]2c1ccccc1OCCO	-8
C[C@@H]1CN([C@H](C)CO)C(=O)Cc2cc(NC(=O)CCN3CCOCC3)ccc2O[C@@H]1CN(C)Cc1ccc(-c2ccccc2)cc1	2
O=C(O)C[C@@H]1C[C@H]2c3cc(NC(=O)C4CCOCC4)ccc3O[C@H]2[C@H](CO)O1	4
CC(C)NC(=O)Nc1cccc2c1O[C@@H](CN(C)Cc1ccc(C(F)(F)F)cc1)[C@@H](C)CN([C@H](C)CO)C2=O	-4

Bioassay records: PubChem BioAssay, Broad Institute
